Source: PubChem BioAssay (several laboratories)
LYP inhibition = inhibitors of LYP phosphatase, biochemical, fluorescence intensity, uHTS (AID 1779). recombinant LYP phosphatase, fluorescence intensity; higher % means a stronger effect. inhibition, % at 11.5 µM, or IC50 in µM where a hit was titrated. 290,000 compounds, 0.054% hits; in the data active = inhibition above about 50%;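 also: plate controls were vehicle with enzyme for no effect and no enzyme for full effect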
MgcRacGAP inhibition = MgcRacGAP GTPase-activating activity inhibitors, confirmation, biochemical, ADP Hunter fluorescence; MgcRacGAP-stimulated Rac1 GTP hydrolysis, ADP Hunter fluorescence; higher % means a stronger effect; GST-tagged Rac1 F28L mutant substrate; one-dose inhibition, % at 30 µM; IC50 in µM for titrated hits; 340,000 compounds, 0.6% hits;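 active = first-screen hits whose inhibition reached a set limit at any dose in the follow-up dose series; inconclusive = inhibition above the set first-screen limit but never retested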;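 also: fluorescence reports GDP produced by GAP-driven GTP hydrolysis; strong numbers were not always called active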
XIAP antagonists = small molecules displacing peptide from XIAP – biochemical, IAP family, fluorescence polarization (AID 1018); displacement, % at 20 µM, or IC50 in µM where a hit was titrated; XIAP BIR domain, fluorescence polarization peptide displacement; higher % means a stronger effect; 200,000 compounds, 0.007% hits; in the data active = displacement above about 50%; also: a part of the inactive calls stands beside numbers as strong as those of hits
Siah-1 displacement = blockers of Siah-1 interaction with plectin peptide – biochemical, fluorescence polarization, rhodamine-plectin, uHTS, primary screen (AID 1817); 290,000 compounds, 0.02% hits; Siah-1 / rhodamine-plectin peptide fluorescence polarization; higher % means a stronger effect; displacement, % at 20 µM, or IC50 in µM where a hit was titrated;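 active = displacement of at least 50% at 20 µM, with a fluorescence ratio check between 0.3 and a set limit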;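 also: plate controls were Siah plus tracer with DMSO for no effect and tracer alone without Siah for full effect; strong numbers were not always called active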
AID2073 = inhibitors of Mint1-CaV2.2 protein interaction, biochemical, HTRF (AID 2073); 290,000 compounds, 0.19% hits; HTRF protein-protein interaction, Mint1-CaV2.2; higher % means a stronger effect; inhibition, % at 20 µM; hits with a dose series show IC50 in µM; in the data active = inhibition mostly above about 51%, no sharp cut-off; inconclusive = no clear call, values can overlap the other calls; inactive = mostly below about 53%; also: some results filed as inactive read as strong as hits
RSV CPE inhibition = inhibition of RSV-induced cytopathic effect – HEp-2 cells, primary 10 µM value included (AID 2391); HEp-2 cells, RSV-induced CPE inhibition; higher % means a stronger effect; one-dose CPE inhibition, % at 10 µM; IC50 in µM for titrated hits; 310,000 compounds, 0.13% hits; in the data active = a potency from the dose series; inconclusive = CPE inhibition mostly from about 23% at the one dose, without a potency; inactive = the rest, 99 in 100 with CPE inhibition below about 21%; also: strong numbers were not always called active
Dengue-2 NS5 capping = flavivirus cap methylation enzyme inhibition – biochemical, confirmation dose response, primary screen (AID 588689). inhibition, % at 25 µM; hits with a dose series show IC50 in µM. Dengue-2 NS5 methyltransferase capping enzyme assay, biochemical; higher % means a stronger effect. 340,000 compounds, 0.3% hits; in the data active = a potency from the dose series; inconclusive = inhibition above about 29% without an active follow-up result
SV40 large T antigen = SV40 large T antigen inhibitors, biochemical (AID 1903) | 310,000 compounds, 0.39% hits | inhibition, % at 20 µM, or IC50 in µM where a hit was titrated | SV40 large T antigen ATPase/helicase inhibition assay; higher % means a stronger effect; in the data active = a potency from the dose series; inconclusive = inhibition mostly from about 32% at the one dose, without a potency; inactive = the rest, 99 in 100 with inhibition below about 32%; also: strong numbers were not always called active
HIV peptide binding = inhibitors of HIV fusion peptide binding, primary screen, biochemical, uHTS, fluorescence dequenching (AID 1986); 290,000 compounds, 0.3% hits; cell-free peptide binding, fluorescence dequenching, 30 min; higher % means a stronger effect; inhibition, % at 20 µM; hits with a dose series show IC50 in µM; in the data active = inhibition mostly above about 52%, no sharp cut-off; inactive = mostly below about 76%; also: some results filed as inactive read as strong as hits
Dengue-2 NS5 capping pilot replicate = recorded beside Dengue-2 NS5 capping, whose call it bears; inhibition, %; measured here: pilot screen replicate inhibition
Numbers without * were called inactive; ? = inconclusive; · = no result given. Not a hit list; about 1.7% have a hit in one of these screens.

SMILES	LYP inhibition	MgcRacGAP inhibition	XIAP antagonists	Siah-1 displacement	AID2073	RSV CPE inhibition	Dengue-2 NS5 capping	SV40 large T antigen	HIV peptide binding	others
O=S1(=O)CCC(=Nc2ccc(Cl)cc2)c2ccsc21	-9.5%	2.5%	-4.3%	9.7%	-6.0%	-0.3%	-8.5%	6.9%	1.2%
CCCCn1c(=O)c(CCC(=O)OCC(=O)Nc2cccc3ccccc23)nc2ccccc21	-9.7%	7.5%	0.4%	-0.3%	-14.1%	2.1%	3.2%	4.0%	1.1%
Fc1ccccc1OCCSc1nnnn1-c1ccccc1	1.4%	8.6%	-5.2%	-3.0%	0.4%	3.3%	-1.6%	9.8%	-3.4%
CCN(CC)S(=O)(=O)c1cccc(NC(=O)CCNC(=O)c2ccc([N+](=O)[O-])cc2)c1	-4.0%	-3.1%	·	-3.2%	7.0%	2.5%	-6.1%	18.6%	-1.6%
Cc1ccc(C(C)C)c(OCC(O)CNC2CCCC2)c1 (configuration not stated)	-9.0%	5.6%	·	4.2%	-2.0%	0.2%	3.2%	10.1%	-1.1%
COCCNC(=O)CN1C(=O)NC2(CCCc3cc(OC)ccc32)C1=O (configuration not stated)	-4.3%	10.9%	·	0.3%	24.9%	2.0%	-0.7%	22.7%	-0.6%
CC(=O)Nc1ccc(S(=O)(=O)N(C)CC(=O)N/N=C/c2ccc(C(=O)O)cc2)cc1	-6.3%	6.5%	·	7.1%	3.0%	1.3%	·	5.7%	0.1%
CCCCc1c(O)nc(SCC(=O)N2CCOCC2)[nH]c1=O	-0.5%	7.2%	-4.9%	3.9%	48.9%	0.2%	4.0%	9.6%	0.5%
O=C(c1cccc(F)c1)N1CCN(S(=O)(=O)Cc2ccccc2)CC1	-8.0%	6.7%	·	13.7%	2.6%	4.6%	-0.8%	14.6%	1.6%
NCCCC[C@H]1CNC(=O)C(=O)N1CCc1cc(C(F)(F)F)cc(C(F)(F)F)c1	-8.9%	10.4%	·	-2.4%	10.1%	-1.2%	-4.1%	6.6%	0.6%
O=[N+]([O-])c1ccc(N2CCN(S(=O)(=O)c3cnc[nH]3)CC2)cc1	-5.0%	-0.5%	·	7.1%	-2.2%	7.8%	-5.3%	10.3%	1.8%
CCCCOc1cccc(/C=N/NC(=O)c2csc(C)c2C)c1	14.7%	-2.4%	-22.3%	0.7%	8.5%	2.4%	0.0%	9.4%	7.4%
CCC(c1nnnn1C1CCCC1)N(Cc1cccs1)Cc1cc2cccc(C)c2[nH]c1=O (configuration not stated)	0.8%	9.8%	-1.2%	1.7%	7.7%	2.9%	-10.3%	13.6%	-2.1%
O=C(C1CC(=O)N(c2ccc3c(c2)OCCO3)C1)N1CCN(c2ccccc2O)CC1 (configuration not stated)	-11.0%	4.8%	·	2.7%	5.2%	1.9%	-1.3%	15.8%	0.5%
CCCN(CC(=O)Nc1ccccc1C)C(=O)C1CC(=O)N(Cc2ccccc2)C1 (configuration not stated)	·	4.9%	·	·	·	-1.8%	-8.8%	3.6%	·
CC1(C)C(=O)OC(C(=O)c2ccccc2)C(C)(C)C1=O (configuration not stated)	-12.2%	6.2%	-3.5%	-2.0%	-4.9%	0.2%	-1.4%	3.4%	0.0%	Dengue-2 NS5 capping pilot replicate=2.3
CCc1ccc2nc(/N=C(\N)NC(=O)c3ccccc3)nc(C)c2c1	-0.6%	11.8%	·	10.9%	-7.3%	0.8%	-5.4%	14.3%	1.6%
NS(=O)(=O)c1ccc(CNC(=O)Cc2ccccc2F)cc1	0.1%	0.3%	-4.8%	-3.1%	0.8%	2.4%	-5.3%	19.9%	-1.1%
NNC(=O)c1ccc(COc2ccc3ccccc3c2)cc1	-2.2%	9.1%	·	-2.6%	8.3%	14.2%	-6.2%	5.1%	-2.9%
CCOc1cc(C=C(C#N)C#N)ccc1Oc1ccc([N+](=O)[O-])cn1	1.4%	9.2%	-6.2%	1.5%	3.7%	2.5%	1.6%	5.7%	2.1%
CCOc1ccc(/C=N/NC(=O)c2nnn(-c3nonc3N)c2CN2CCC(C)CC2)cc1	2.5%	3.9%	·	0.2%	5.1%	-0.4%	-1.5%	11.2%	-1.2%
COC(=O)[C@@H](Cc1c[nH]c2ccccc12)NC(=O)CCC(=O)c1ccc(F)cc1	-6.6%	7.0%	·	0.8%	8.5%	2.5%	-7.2%	4.2%	5.4%
CCN(CC(=O)Nc1ccc(C(=O)Nc2ccc(OC)cc2)cc1)Cc1nc2ccccc2c(=O)[nH]1	-8.4%	-6.3%	·	0.7%	4.0%	7.9%	2.1%	5.1%	-0.4%
Cc1ccc(NC(=O)C2CCN(c3ncnc4c3nc3n4CCCCC3)CC2)cc1Cl	-7.3%	2.2%	·	-2.4%	6.7%	19.4%	8.2%	4.2%	-2.1%
CN1CCN(NS(=O)(=O)c2cccs2)CC1	-5.9%	25.1%	4.7%	7.1%	51.3µM*	1.1%	14.5%	30.9%	1.7%
COc1cccc(N2C(=O)C3CC=C(Cl)CC3C2=O)c1 (configuration not stated)	-6.6%	-1.3%	0.7%	5.8%	-1.7%	-0.9%	8.0%	-1.1%	3.8%
COc1ccc(C(CNC(=O)C2CCN(S(=O)(=O)c3ccc(F)cc3)CC2)N(C)C)cc1 (configuration not stated)	-0.9%	·	·	1.0%	10.9%	0.5%	-0.7%	7.3%	0.8%
CCN1C(=O)C(CC(=O)Nc2c(C)cccc2C)SC1=Nc1ccc(S(N)(=O)=O)cc1 (configuration not stated)	-6.0%	7.6%	-2.0%	5.9%	-0.3%	0.2%	-6.1%	16.2%	-0.4%
Cc1ccc(C(=O)O)cc1-n1c(=O)n(Cc2ccccc2)c(=O)c2[nH]cnc21	-1.6%	-5.4%	·	-0.3%	1.2%	0.9%	-2.6%	6.2%	2.4%
Cc1ccc(S(=O)(=O)NCCc2nnc3ccc(SCC(=O)Nc4nc(C)cs4)nn23)cc1	-5.2%	-0.2%	-1.3%	32.9%	-5.0%	0.3%	-5.8%	5.1%	-0.7%
Cc1cc(C)nc(SCCN2CCOCC2)n1	-5.1%	8.3%	-3.8%	2.7%	-1.6%	0.4%	-5.9%	15.2%	-1.2%
CCCc1nn(C)c(C(=O)Nc2cccc(CC)c2)c1Cl	-3.9%	0.5%	0.1%	3.8%	-2.0%	20.8%	-7.1%	7.8%	0.3%
COc1ccc(/C=N/n2c(N)nc3ccccc32)cc1OC	-2.6%	11.1%	-3.3%	3.2%	-23.6%	1.1%	-5.5%	3.7%	-1.1%
Cc1cc(C(=O)Nc2nc3ccc(S(C)(=O)=O)cc3s2)c(C)o1	6.3%	5.9%	-10.5%	1.2%	7.5%	0.3%	-3.2%	7.3%	5.4%
CN(CC(=O)Nc1ccccc1Br)C(=O)c1cc2c(s1)CCCCC2	·	4.6%	·	·	·	?	-6.6%	9.5%	·
COCCCNC(=O)COc1ccc(-c2nccc(-c3ccccn3)n2)cc1	-4.4%	18.0%	2.4%	3.1%	11.8%	0.0%	-4.8%	4.0%	0.2%
CCCn1c(C(C)Nc2nc(-c3ccc(Cl)c([N+](=O)[O-])c3)cs2)nc2ccccc21 (configuration not stated)	-1.8%	-1.1%	·	-3.7%	19.0%	29.1%	5.6%	11.9%	6.3%
COc1ccc(C)cc1Nc1n[n+](-c2ccccc2)c(-c2cc([N+](=O)[O-])cc(OC)c2O)s1	-8.1%	15.4%	·	-4.1%	7.1%	0.5%	6.8%	9.0%	198.0%
O=C(Nc1cccc(S(=O)(=O)NC2=NCCCCC2)c1)c1cc(-c2ccncc2)nc2ccccc12	2.7%	10.9%	-5.4%	-0.3%	36.6%	0.8%	0.8%	19.9%	-0.3%
CCn1cc([N+](=O)[O-])c(C(=O)NCc2ccc(Cl)cc2)n1	-4.6%	2.2%	0.0%	5.1%	4.4%	-2.4%	-5.3%	14.9%	-0.9%

Structures listed so far with a thiophene ring, fused or not, in the order listed:
SMILES	LYP inhibition	MgcRacGAP inhibition	XIAP antagonists	Siah-1 displacement	AID2073	RSV CPE inhibition	Dengue-2 NS5 capping	SV40 large T antigen	HIV peptide binding	others
O=S1(=O)CCC(=Nc2ccc(Cl)cc2)c2ccsc21	-9.5%	2.5%	-4.3%	9.7%	-6.0%	-0.3%	-8.5%	6.9%	1.2%
CCCCOc1cccc(/C=N/NC(=O)c2csc(C)c2C)c1	14.7%	-2.4%	-22.3%	0.7%	8.5%	2.4%	0.0%	9.4%	7.4%
CCC(c1nnnn1C1CCCC1)N(Cc1cccs1)Cc1cc2cccc(C)c2[nH]c1=O (configuration not stated)	0.8%	9.8%	-1.2%	1.7%	7.7%	2.9%	-10.3%	13.6%	-2.1%
CN1CCN(NS(=O)(=O)c2cccs2)CC1	-5.9%	25.1%	4.7%	7.1%	51.3µM*	1.1%	14.5%	30.9%	1.7%
CN(CC(=O)Nc1ccccc1Br)C(=O)c1cc2c(s1)CCCCC2	·	4.6%	·	·	·	?	-6.6%	9.5%	·

Additional structures follow.
SMILES	LYP inhibition	MgcRacGAP inhibition	XIAP antagonists	Siah-1 displacement	AID2073	RSV CPE inhibition	Dengue-2 NS5 capping	SV40 large T antigen	HIV peptide binding	others
COC(=O)CSc1nc2ccc(C)cc2[nH]1	-1.9%	8.8%	-4.7%	2.3%	-9.4%	1.5%	-9.6%	9.1%	-2.2%
CCOC(=O)CSC1=C(C#N)C(c2ccc(C)cc2)C2=C(CCCC2=O)N1 (configuration not stated)	-2.6%	12.5%	-3.6%	0.0%	-17.3%	0.9%	-1.1%	7.2%	0.1%
CCOc1cc2[nH]c(=S)n(Cc3ccc(C(=O)NCCCN(CC)CC)cc3)c(=O)c2cc1OCC	-8.4%	15.2%	·	-0.9%	-32.0%	-0.8%	-6.2%	24.5%	2.3%
COc1ccc(OC)c(/C=C/C(=O)Nc2ccc3c(c2)CCC3)c1	0.6%	6.8%	-3.7%	3.3%	7.1%	?	-5.1%	4.9%	1.8%
Cc1ccc(CSc2nnc3nc(C)cc(C)n23)cc1	-6.2%	11.7%	-9.4%	1.7%	5.2%	1.0%	-4.2%	3.4%	0.0%
CCn1nc(C(=O)O)c(=O)c2cc3c(cc21)OCO3	1.8%	9.1%	-3.6%	-2.7%	-1.8%	-0.4%	0.0%	7.7%	0.1%
